SUMO Mot1 rescue: SUMOylation pathway inhibition by Mot1-301 growth rescue. growth rescue, % at 18.8 µM. AID 2716. 1% of 320,000 active. S. cerevisiae Mot1-301 growth rescue, ATP luminescence, 38.5C; percent above DMSO median, 100 means doubled;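 active = every valid replicate shows activation above 250% relative to neutral control wells; inactive = the rest, any valid replicate at or below 250%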;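 also: OY570 slx delta 5 strain wells were the positive control but not used for scaling; some compounds called inactive have numbers as strong as hits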
PKA-R1A activ: activators of PKA-R1A complex; activation, % at 11.4 µM; AID 504707; PKA-R1A dissociation, Cy5-IP20 fluorescence polarization; scaled: DMSO 0%, 113 µM cGMP 100%; P00514+P68181; 0.083% of 340,000 active;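 active = percent activation above the mean of all tested compounds plus 3 SD, cut at about 19% in these data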;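 also: higher means more PKAc released from R1A so a rise in polarization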
Ecoli viability: counter-screen for AddAB inhibitors: E. coli growth inhibition | E. coli V3065 growth, OD600 absorbance, 18 h | inhibition, % at 11.9 µM | 0.27% of 330,000 active | AID 449728;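 active = inhibition above the campaign's mean inhibition across all tested compounds plus 3 SD, cut at about 9.9% in these data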;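 also: uninfected addAB+ strain grown without phage in ampicillin broth; 0% = DMSO wells and 100% = ciprofloxacin 0.95 µg/ml wells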
HTR5A inv ctr: inverse agonist of human HTR5A in OPRM1-OPRD1 counter-screen; HTR5A cell line, luminescence, inverse agonism; inhibition, % at 9.3 µM; 0.083% of 340,000 active; AID 504634; in the data active = inhibition mostly above about 23%, no sharp cut-off; inactive = mostly below about 18%;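 also: 0% = cells with DMSO and 100% = no-cell wells with DMSO; some compounds called inactive have numbers as strong as hits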
Target sequence (P47898 whole entry, looked up): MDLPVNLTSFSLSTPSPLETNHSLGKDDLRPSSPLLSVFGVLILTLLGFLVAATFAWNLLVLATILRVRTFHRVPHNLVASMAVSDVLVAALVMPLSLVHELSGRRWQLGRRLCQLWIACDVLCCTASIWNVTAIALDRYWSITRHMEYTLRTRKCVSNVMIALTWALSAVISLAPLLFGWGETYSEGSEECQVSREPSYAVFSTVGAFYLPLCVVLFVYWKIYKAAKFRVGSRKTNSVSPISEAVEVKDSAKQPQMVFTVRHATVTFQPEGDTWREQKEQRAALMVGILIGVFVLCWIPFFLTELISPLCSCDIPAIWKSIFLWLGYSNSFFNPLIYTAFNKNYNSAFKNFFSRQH
phage Ecoli inh: E. coli growth loss with phage present; growth absorbance; inhibition, % at 11.9 µM; 0.26% of 360,000 active; in the data active = inhibition above about 11%
AddAB inh: less growth of phage-infected E. coli with AddAB. E. coli expressing H. pylori AddAB, absorbance growth. inhibition, % at 11.9 µM. 0.29% of 330,000 active. AID 435030; in the data active = inhibition above about 12%;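 also: 0% = vehicle wells of infected cells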
CDK5 inh: blocks human CDK5/p35 kinase activity. Q00535+Q15078. Recombinant CDK5/p35, ADP-Glo luminescence, 60 min. inhibition, % at 10 µM. 0.01% of 330,000 active;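 active = highest replicate inhibition of at least 50% and at least 75% of replicates reaching 50%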;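 also: plate controls were DMSO neutral control for no effect and GW8510 at 10 µM for full effect; many of its hits are not listed in these tables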
HTR5A ag: activates human HTR5A in OPRM1-OPRD1 agonist counter-screen; 0.61% of 340,000 active; P47898; HTR5A agonist assay, luminescence, cell-based; activation, % at 9.3 µM; in the data active = activation mostly above about 9.5%, no sharp cut-off; inactive = mostly below about 7.6%;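 also: 0% = cells with vehicle only and 100% = reference agonist; strong numbers were not always called active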
Tat export inh: E. coli Tat transport inhibition; inhibition, % at 10 µM; AID 488895; 0.036% of 340,000 active; E. coli MC4100 TorA-mCherry Tat export, fluorescence;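 active = mean replicate inhibition at least 50% and at least half of replicates individually reaching 50%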;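 also: exported cargo escapes ClpAP degradation while cytoplasmic cargo is degraded and loses fluorescence; 0% = median of neutral control wells and 100% = median of NaSCN control wells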
PKA-R2B act: PKA-R2B complex activation; activation, % at 11.4 µM; PKA-R2B holoenzyme dissociation, Cy5-IP20 fluorescence polarization; R2B truncated from residue 108, S112A mutant; 0% DMSO only, 100% 113 µM cGMP; P22694+P31323; AID 504700; 0.079% of 340,000 active;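 active = activation above a cutoff set at the mean over all compounds plus 3 SD, cut at about 18% in these data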;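 also: higher means more holoenzyme dissociation and a rise in polarization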
Target sequence (P31323 whole entry, looked up, other chains not shown, the tested form may be a part): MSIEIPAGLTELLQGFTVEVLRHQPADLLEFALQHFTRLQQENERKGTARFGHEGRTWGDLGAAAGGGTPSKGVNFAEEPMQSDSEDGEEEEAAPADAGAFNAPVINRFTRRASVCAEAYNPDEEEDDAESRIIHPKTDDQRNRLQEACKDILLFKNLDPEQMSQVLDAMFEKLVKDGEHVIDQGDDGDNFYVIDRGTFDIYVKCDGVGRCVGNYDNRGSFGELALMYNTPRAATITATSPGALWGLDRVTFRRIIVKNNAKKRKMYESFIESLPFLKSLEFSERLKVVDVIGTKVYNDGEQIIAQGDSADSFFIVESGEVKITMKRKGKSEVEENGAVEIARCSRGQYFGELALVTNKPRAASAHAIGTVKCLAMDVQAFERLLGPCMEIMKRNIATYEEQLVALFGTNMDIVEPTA
DAGLB inh: blocks human DAGLB lipase activity. Q8NCG7. HEK293T DAGLB membrane lysate, EnzChek fluorogenic substrate. inhibition, % at 5.17 µM. 0.059% of 340,000 active; in the data active = inhibition above about 34%;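 also: 0% = enzyme with vehicle and 100% = wells lacking enzyme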
An asterisk follows results filed as active; i = inactive; x = no result given. Rows were taken by chance. Share with any hit: about 2.3%.

SMILES	SUMO Mot1 rescue	PKA-R1A activ	Ecoli viability	HTR5A inv ctr	phage Ecoli inh	AddAB inh	CDK5 inh	HTR5A ag	Tat export inh	PKA-R2B act	DAGLB inh
COc1ccc(Oc2ncccc2NC(=O)c2cccc(C)c2C)cc1	-3	0	-1.3	-15	3.0	1.3	-0.1	-3	3	4	-6
CCOc1cc(Br)ccc1S(=O)(=O)N1CC(C)OC(C)C1 (stereo unspecified)	1	7	-0.5	8	2.4	0.0	0.0	-1	17	-10	-3
Cc1ccc(C(=O)CSc2nnc(CNc3ccc(F)cc3)o2)cc1	-9	1	0.8	12	2.4	4.9	0.1	-4	-1	-4	3
O=C(NCc1cccnc1)c1ccc(CS(=O)(=O)c2ccc(Cl)cc2)o1	5	-1	3.9	18	1.6	0.8	0.4	-7	-16	4	2
CC(=O)Oc1ccc(C(=O)NC(C)CCc2ccccc2)cc1 (stereo unspecified)	18	-9	1.0	-6	2.9	3.2	1.9	2	-7	-14	-3
CCOC(=O)N=S(=O)(Oc1ccc([N+](=O)[O-])cc1)c1ccc(Cl)cc1 (stereo unspecified)	32	-4	-0.4	4	-0.6	1.5	-0.7	-2	0	-9	-7
COC(=O)[C@@H]1C[C@@]2(O)[C@H](O)[C@H](O)[C@H](O)C[C@H]2N1Cc1ccccc1OS(=O)(=O)c1ccc(C)cc1	-10	-2	-0.8	-43	3.3	3.0	-0.1	-3	-6	2	-2
Cc1ccc(-c2noc(CCC(=O)NCCCN3CCN(c4cccc(Cl)c4)CC3)n2)cc1	40	-20	0.7	-9	5.3	1.9	-2.9	5	11	-9	-3
CC1CC(C)CN(CCCNC(=O)c2nn(C)c3c2CS(=O)(=O)c2ccccc2-3)C1 (stereo unspecified)	4	-4	-1.3	-1	-1.4	1.0	-0.3	3	-5	1	2
COc1ccc(N2CCN(CCNC(=O)CCNS(=O)(=O)c3cccs3)CC2)cc1	49	-1	-1.3	7	-2.0	1.0	-0.7	2	0	9	0
CC(=O)N1CCN(C(=O)c2cccc(S(=O)(=O)Nc3ccc(C)cc3)c2)CC1	3	-5	1.3	-8	1.9	2.4	-1.2	2	2	-16	-1
CC(C)(C)c1cc(C(=O)NCc2ccccc2)ccn1	8	-3	-0.9	-7	4.4	3.3	-0.2	2	-1	1	1
CC(=O)c1cccc(NC(=O)CN(C)S(=O)(=O)c2ccc3c(c2)CCC(=O)N3)c1	-1	0	1.3	-17	x	0.5	0.8	5	-7	-7	2
COC(=O)c1cc2c(=O)c3ccccc3oc2nc1/C=C/N(C)C	-6	-2	x	0	-1.2	x	0.2	0	-15	-6	-28
CC(C#N)Sc1nnc(Nc2ccccc2)s1 (stereo unspecified)	x	2	-2.1	7	1.4	-0.8	0.3	-2	2	4	-1
CCOC(=O)C1CCCN(c2cc(=O)n(Cc3ccc(F)cc3)c(=O)[nH]2)C1 (stereo unspecified)	-21	-5	4.0	-14	1.6	2.3	3.1	-1	-3	10	-1
O=C(COC(=O)c1cccnc1Cl)Nc1cc(S(=O)(=O)N2CCCCCC2)ccc1Cl	x	3	x	12	3.3	x	1.4	-5	1	-16	-2
CC(C)CC(=O)NN(C)c1nc(-c2ccccc2)nnc1C(F)(F)F	-12	2	-1.1	-14	4.3	-0.8	-1.5	0	2	9	-7
O=C(O)c1occc1CSc1ccccc1	234	-3	2.3	-30	1.3	1.0	-0.2	4	1	8	0
CCOC(=O)C(=CNc1cc(C)nn1-c1ccc(C)cc1)C(=O)OCC	1	-5	-0.3	-9	-0.6	2.6	1.0	8	2	-11	-8
CCCn1c2ccccc2c2cnn(CC(=O)OC)c(=O)c21	221	-7	-1.0	9	2.5	1.5	0.9	-2	10	2	-3
OCc1nc2ccc(Cl)cc2[nH]1	212	-3	0.5	-2	0.9	0.8	-1.3	5	4	6	0
C/C(=N/NC(=O)c1ccc(-c2ccccc2)cc1)c1cccc(O)c1	35	7	x	2	2.8	x	-2.9	0	9	-7	-11
C/C(=N\OC(=O)c1ccc(C)cc1)c1sc(C)nc1C	18	8	-0.5	-25	1.0	2.7	0.8	8	-3	4	-11
Cc1cc(C(F)F)n2nc(C(=O)Nc3cc(C)on3)nc2n1	i	1	-0.9	17	-0.1	3.6	0.0	1	-8	-2	-3

Random excerpt: five records from the list.
SMILES	SUMO Mot1 rescue	PKA-R1A activ	Ecoli viability	HTR5A inv ctr	phage Ecoli inh	AddAB inh	CDK5 inh	HTR5A ag	Tat export inh	PKA-R2B act	DAGLB inh
COC(=O)c1cc2c(=O)c3ccccc3oc2nc1/C=C/N(C)C	-6	-2	x	0	-1.2	x	0.2	0	-15	-6	-28
COc1ccc(Oc2ncccc2NC(=O)c2cccc(C)c2C)cc1	-3	0	-1.3	-15	3.0	1.3	-0.1	-3	3	4	-6
CCCn1c2ccccc2c2cnn(CC(=O)OC)c(=O)c21	221	-7	-1.0	9	2.5	1.5	0.9	-2	10	2	-3
Cc1ccc(-c2noc(CCC(=O)NCCCN3CCN(c4cccc(Cl)c4)CC3)n2)cc1	40	-20	0.7	-9	5.3	1.9	-2.9	5	11	-9	-3
O=C(O)c1occc1CSc1ccccc1	234	-3	2.3	-30	1.3	1.0	-0.2	4	1	8	0

Carrying on.
SMILES	SUMO Mot1 rescue	PKA-R1A activ	Ecoli viability	HTR5A inv ctr	phage Ecoli inh	AddAB inh	CDK5 inh	HTR5A ag	Tat export inh	PKA-R2B act	DAGLB inh
Cc1cc(Nc2ccc(Cl)cc2)n(-c2cccc(Cl)c2)n1	-14	-14	-1.2	-4	2.0	2.3	-0.6	8	9	-6	-8
CCc1ccc(-c2nc(CN3CCCC(C(=O)O)C3)c(C)o2)cc1 (stereo unspecified)	-8	11	-1.9	-2	3.4	-0.8	2.0	1	1	-2	0
C=CCn1c(SCc2c(C)noc2C)nc2ccccc2c1=O	14	-5	-1.9	-13	3.1	0.4	0.7	4	-3	6	-4
CC(OC(=O)C1CSC2(C)CCC(=O)N12)C(=O)Nc1cccc(C#N)c1 (stereo unspecified)	7	11	-4.7	-4	-0.5	-2.4	1.1	2	4	6	0
Cc1cccc(C(=O)Nc2cccc(S(=O)(=O)NCc3ccco3)c2)c1	71	-16	0.9	-7	0.1	3.0	-5.8	6	-13	-3	-2
C=C1C(=O)OC2CC1C(O)CC(C)=CCCC(C)=CC(O)CC2C (stereo unspecified)	x	-2	x	-71	0.2	x	1.5	18*	-7	-8	2
Cc1cc(NC(=O)CSc2nnc(CNC(=O)c3cccc(C(F)(F)F)c3)o2)no1	-5	-2	0.8	4	1.5	-2.5	2.0	9	10	-7	2
COc1ccc(C(=O)/C=C/c2cn(CC(O)CN3CCOCC3)c3ccccc23)cc1 (stereo unspecified)	-6	-2	-4.6	27	x	-2.1	-2.0	4	6	-18	1
O=C(NCC(=O)N1CCC2(CC1)NCCc1[nH]cnc12)c1ccc(F)cc1	6	-4	1.0	-1	4.1	1.0	-2.3	0	-10	0	1
CS(=O)(=O)c1nc(S(=O)(=O)c2ccc(Cl)cc2)c(NCCCN2CCCC2=O)s1	358	5	-0.8	4	2.5	4.2	-0.6	1	-4	1	-2
COc1ccc(OCC(=O)N/N=C(\C)c2ccc(OC)cc2)cc1	1	-7	1.9	3	1.8	-0.2	0.4	-1	-7	6	-1
CCN1C(=O)[C@H]2[C@@H](c3ccc(OC)cc3)N3C(=O)CN(Cc4ccccc4)C(=O)[C@@]3(Cc3ccccc3)[C@H]2C1=O	-21	-4	-0.5	-16	1.4	2.8	0.2	2	-8	2	-2
COc1cccc(CN(C)C(=O)c2cccc(OC3CCN(C4CCCC4)CC3)c2)c1	13	-6	1.9	19	2.4	2.8	-1.1	-3	2	-7	0
COc1ccccc1-n1cc2c([N+](=O)[O-])cc([N+](=O)[O-])cc2n1	10	1	0.8	-11	1.6	0.8	-1.3	3	-4	1	1
CCCOc1cccc(NC(=O)c2c(-c3ccccc3)noc2C)c1	-1	-1	-0.1	3	2.5	0.7	1.2	-4	11	-9	-8
CN(C)S(=O)(=O)Oc1ccc(C(=O)Nc2cccc(Cl)c2)cc1	-5	-7	3.7	-5	1.6	1.2	-0.5	2	2	4	-1
COc1cc2[nH]c(-c3ccc(C)cc3)cc(=O)c2cc1OC	-5	-13	0.9	-8	1.5	0.2	2.1	3	2	0	0
CC1(C)CC(=O)C(C(C2=C(O)CC(C)(C)CC2=O)c2ccc([N+](=O)[O-])cc2)C(=O)C1 (stereo unspecified)	10	-6	-0.1	5	3.9	0.3	1.8	2	1	-2	2
Cc1ccc(Cl)cc1NC(=O)COC(=O)C1CCCCC1	0	-3	2.4	3	2.9	3.9	-0.9	-3	7	-2	-4
O=C1/C(=C/c2cccc([N+](=O)[O-])c2)Oc2cc(O)ccc21	-2	4	-1.2	-3	4.1	-1.0	-0.6	1	13	-1	1
Cc1cc(C)c(S(=O)(=O)Nc2ccc(N(C)C)cc2)c(C)c1-n1cnnn1	191	0	-0.3	3	1.2	5.0	-0.7	4	-1	-5	0
CC[C@H](C)[C@H](NS(=O)(=O)c1ccc(C)cc1)C(=O)N1CCC(C(=O)N[C@H](C(=O)O)C(C)C)CC1	-7	0	-1.0	6	x	0.9	1.2	4	12	-2	-1
CC(=O)NCCC(=O)Nc1nc(-c2c[nH]c3ccccc23)cs1	x	-3	x	-5	0.6	x	2.3	2	7	2	5
COc1ccc(C)cc1NC(=O)c1ccc(S(=O)(=O)N2CCOCC2)cc1	-5	-1	2.2	-10	3.0	1.2	1.2	3	2	0	-1
COc1ccc(C(=O)NC(=S)Nc2cc3oc4ccccc4c3cc2OC)cc1	-10	-10	-0.1	-15	0.6	0.8	1.0	1	-6	2	1

By substructure, the entries above with a nitro group on carbon (4)
SMILES	SUMO Mot1 rescue	PKA-R1A activ	Ecoli viability	HTR5A inv ctr	phage Ecoli inh	AddAB inh	CDK5 inh	HTR5A ag	Tat export inh	PKA-R2B act	DAGLB inh
CCOC(=O)N=S(=O)(Oc1ccc([N+](=O)[O-])cc1)c1ccc(Cl)cc1 (stereo unspecified)	32	-4	-0.4	4	-0.6	1.5	-0.7	-2	0	-9	-7
COc1ccccc1-n1cc2c([N+](=O)[O-])cc([N+](=O)[O-])cc2n1	10	1	0.8	-11	1.6	0.8	-1.3	3	-4	1	1
CC1(C)CC(=O)C(C(C2=C(O)CC(C)(C)CC2=O)c2ccc([N+](=O)[O-])cc2)C(=O)C1 (stereo unspecified)	10	-6	-0.1	5	3.9	0.3	1.8	2	1	-2	2
O=C1/C(=C/c2cccc([N+](=O)[O-])c2)Oc2cc(O)ccc21	-2	4	-1.2	-3	4.1	-1.0	-0.6	1	13	-1	1

Screening data (PubChem BioAssay)
